# PI4K2A block – blocks human PI4K2A kinase activity; Q9BTU6; activity change, negative = inhibition, % at 76.9 µM; 420,000 compounds, 0.13% hits; purified PI4K2A, ADP-Glo luminescence, 1 h; stronger effect = lower value; in the data active means activity change below about -50%; inconclusive means mostly about -30% to -49%;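 further: -100% = wells without enzyme as full effect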
#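 In this quantitative HTS, ADP production by PI4K2A was quantified luminescently after 1 h at ambient temperature; 100 microM adenosine served as plate-quality control.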
# Vif-A3F inh – blocks the Vif interaction with APOBEC3F; HeLa A3F-eYFP + Vif (tagged APOBEC3F with the HIV-1 protein that degrades it), YFP fluorescence increase; 390,000 compounds, 0.2% hits; Potency, µM (top dose mostly 46.1 µM), inactives show top-dose activity, negative = active; further: potency means the concentration at half of the fitted maximal effect; % of control where 0% means no effect; nearly all actives have a fitted effect of over 65% in size
#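 HeLa cells stably expressing Vif plus C-terminally eYFP-tagged A3F were seeded, incubated overnight at 37 deg C, dosed with compound, incubated overnight again at 37 deg C. Yellow fluorescence (Ex 488/Em 500-530) reported blocked Vif-mediated A3F-eYFP degradation.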
# LDHA inh – inhibitors of human lactate dehydrogenase A | P00338 | 480,000 compounds, 0.15% hits | activity change, % (values are at about 110 or 230 µM) | AID 1347041 | purified LDHA, NADH/diaphorase-resazurin fluorescence; stronger effect = lower value; in the data active means activity change below about -30%; inconclusive means mostly about -25% to -30%;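 further: plate controls were DMSO wells for no effect and wells without enzyme for full effect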
#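 LDH5 2 nM; NADH 0.06 mM, pyruvate 0.2 mM; 200 mM Tris pH 7.4, EDTA, Tween-20; 5 min RT. Detection: diaphorase 0.133 mg/mL + resazurin 37 µM, fluorescence ex540/em590 at 0 and 20 min; normalized to enzyme-free and DMSO wells.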
# USP1-UAF1 inh – blocks the human USP1/UAF1 deubiquitinase complex; recombinant USP1/UAF1, Ub-Rhodamine cleavage fluorescence; Potency, µM (top dose mostly 57.1 µM), inactives show at the top dose activity change, negative = inhibition, hits mostly inhibitors; 390,000 compounds, 0.23% hits; AID 743255; further: potency means the concentration at half of the fitted maximal effect; on the % scale 0 is the no-effect control and ±100 the full control effect; nearly all actives have a fitted effect of over 60% in size; inactives centre near -12
#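 High-throughput fluorogenic screen: 1nM USP1/UAF1 complex, Ub-Rho substrate 150nM final, 50mM HEPES pH 7.8 with 0.5mM EDTA, 0.1 mg/ml BSA, 1mM TCEP and 0.01% Tween-20.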
# mIDH1 inhibitor – blocks human mutant IDH1 R132H enzyme; IDH1-R132H enzyme, NADPH consumption, diaphorase/resazurin fluorescence; Potency, µM (highest dose often 76.6 µM), without a hit: at the top dose activity change, negative = inhibition, actives largely listed as inhibitors; 390,000 compounds, 0.093% hits; AID 602179; further: potency means the concentration at half of the fitted maximal effect; on the % scale 0 is the no-effect control and ±100 the full control effect; nearly all actives have a fitted effect of over 65% in size
# Target sequence (O75874 whole entry R132H, stated change not applied): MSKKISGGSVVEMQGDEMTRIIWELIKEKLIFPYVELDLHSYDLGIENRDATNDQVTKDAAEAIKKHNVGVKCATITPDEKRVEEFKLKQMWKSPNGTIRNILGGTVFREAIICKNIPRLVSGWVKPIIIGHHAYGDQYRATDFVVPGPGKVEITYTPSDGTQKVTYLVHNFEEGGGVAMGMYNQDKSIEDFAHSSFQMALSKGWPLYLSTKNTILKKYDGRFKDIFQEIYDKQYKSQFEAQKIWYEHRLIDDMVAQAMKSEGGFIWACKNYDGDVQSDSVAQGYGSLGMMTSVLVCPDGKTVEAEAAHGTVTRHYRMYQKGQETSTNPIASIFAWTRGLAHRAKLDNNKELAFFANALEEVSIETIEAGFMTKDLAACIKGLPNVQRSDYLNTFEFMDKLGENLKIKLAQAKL
#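 IDH1-R132H (0.5 ug/mL dispensed) in pH 7.5 Tris buffer was preincubated 30 min with compound, then given a substrate mix of 0.016 mM NADPH and 2 mM alpha-KG for 80 min at room temperature; remaining NADPH was read by diaphorase/resazurin fluorescence.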
# Vif-APOBEC3G blk – inhibitors of Vif-APOBEC3G interaction; Q9HC16; HeLa A3G-eYFP + Vif (tagged APOBEC3G with the HIV-1 protein that degrades it), YFP fluorescence, overnight; Potency, µM (series often up to 46.1 µM), inactives show top-dose activity, negative = active, actives largely listed as inhibitors; 410,000 compounds, 0.076% hits; AID 602310;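 further: potency means the concentration at half of the fitted maximal effect; on the % scale 0 is the no-effect control and ±100 the full control effect; nearly all actives have a fitted effect of over 60% in size; hits raise eYFP signal because A3G escapes Vif-driven loss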
# Target sequence (Q9HC16 whole entry, looked up): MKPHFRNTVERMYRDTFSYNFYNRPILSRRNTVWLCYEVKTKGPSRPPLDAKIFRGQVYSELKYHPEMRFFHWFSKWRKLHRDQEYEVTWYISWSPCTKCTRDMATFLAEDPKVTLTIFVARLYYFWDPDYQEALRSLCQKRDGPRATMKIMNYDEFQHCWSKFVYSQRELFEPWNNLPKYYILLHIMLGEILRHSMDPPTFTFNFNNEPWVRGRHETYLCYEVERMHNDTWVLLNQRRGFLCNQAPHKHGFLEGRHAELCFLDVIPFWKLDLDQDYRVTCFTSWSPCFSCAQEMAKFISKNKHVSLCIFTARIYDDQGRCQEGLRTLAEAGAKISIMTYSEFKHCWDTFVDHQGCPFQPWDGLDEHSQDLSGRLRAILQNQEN
#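 Read-out is eYFP fluorescence (Ex 488/Em 500-530) from Vif-expressing HeLa A3G-eYFP cells; more signal means A3G escaped Vif-mediated degradation. Cells plated overnight, compound pinned in, incubated overnight at 37 deg C.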
# RXFP1 ag – activates the human relaxin receptor RXFP1. Q9HBX9. HEK293T-RXFP1 cAMP TR-FRET, 30 min; response scale: percent of porcine relaxin response, buffer zero. Potency, µM (highest dose often 57.5 µM), for inactives: at the top dose activation, hits mostly activators. 370,000 compounds, 0.3% hits; further: potency means the concentration at half of the fitted maximal effect; on the % scale 0 is the no-effect control and ±100 the full control effect; nearly all actives have a fitted effect of over 60% in size; many of its hits are not listed in these tables
#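 cAMP rise read by TR-FRET after 30 min, 37C compound exposure (up to 58 uM) in RXFP1-transfected HEK293 cells with Ro 20174 present. EC50 from Hill-equation fits, with 29 nM porcine relaxin as 100% and buffer as basal.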
# TrxR1 substrate – rat thioredoxin reductase 1 substrate activity; O89049; purified TrxR1 substrate turnover, NADPH consumption readout; Potency, µM (top dose mostly 114 µM), for the others: at the highest dose activity change, negative = substrate turnover; 390,000 compounds, 0.01% hits; AID 588456; further: potency means the concentration at half of the fitted maximal effect; on the % scale 0 is the no-effect control and ±100 the full control effect; nearly all actives have a fitted effect of over 50% in size
#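 Rat TrxR1, dispensed at 90 nM, was prereduced with 400 uM NADPH (final) for 5 min at ~22 deg C, then incubated with compound 15 min before 400 uM selenite. A first-read NADPH fluorescence drop versus no-compound background flagged substrates.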
# Glioma ERSR ind – ER stress response induction in glioma. 420,000 compounds, 0.02% hits. U87-MG GRP78 promoter luciferase reporter, 16 h. Potency, µM, without a hit: at the highest dose activation, most hits filed as activators; further: potency means the concentration at half of the fitted maximal effect; series mostly up to about 76 µM; % of control where 0% means no effect; nearly all actives have a fitted effect of over 35% in size
#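 Stably transfected U87-MG human glioma cells carrying a GRP78-based luminescent sensor were seeded at 1000 cells/well, pin-dosed with compounds and incubated 16 h. Luciferase reagent was then added, and end-point luminescence was read after 10 min at room temperature.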
# Starred values were filed as active, the others as inactive; u = inconclusive; [ ] = remark or other dose. Unless noted, the call rests on the fitted dose curve; in most records, active means well fitted curve in the direction sought with a large enough effect; inconclusive means small, poorly fitted or top-dose-only effect, or another doubt; inactive means no such curve, though single readings can be large; an effect the other way counts as inactive or inconclusive.
SMILES,PI4K2A block,Vif-A3F inh,LDHA inh,USP1-UAF1 inh,mIDH1 inhibitor,Vif-APOBEC3G blk,RXFP1 ag,TrxR1 substrate,Glioma ERSR ind
N/C(=N\OC(=O)COc1ccc(Cl)cc1Cl)c1ccccn1,3.4,-3.1%,-4.6,-0.4%,-12.2%,-9.6%,-0.2%,-5.7%,-10.0%
CC(C)(C)OC(=O)CC[C@@H](C(=O)N1CCN(C(=O)OC(C)(C)C)CC1)n1cc(C(CO)NC(=O)OC(C)(C)C)nn1 (some centres not stated),3.3,-2.7%,0.3,u,-2.9%,-0.6%,1.7%,3.1%,-5.8%
Cc1ccc(C2(C)NC(=O)N(CC(=O)Nc3ccc(-c4nc5ccc(C)cc5s4)cc3)C2=O)cc1 (configuration not stated),-4.2,-25.3%,-6.3,-9.1%,-23.5%,-0.8%,6.5%,35.0%,-1.2%
COc1nc(-c2ccccc2Cl)ccc1C#N,3.3,-6.2%,-10.0,-5.9%,0.5%,-2.5%,2.5%,-7.7%,0.1%
CCOC(=O)c1cccc(NC(=O)c2cn(-c3cccc(OC)c3)c(=O)c3ccccc23)c1,-4.2,3.8%,11.7,-4.3%,-10.0%,5.9%,4.0%,3.7%,-1.3%
COc1ccccc1-c1nc(SCC(=O)NCc2ccccc2)c2c(=O)n(C)c(=O)n(C)c2n1,-1.3,2.3%,0.4,-13.8%,-1.3%,-2.6%,25.8%,-1.8%[57.1 µM],0.9%
COc1ccccc1NC(=O)NCc1ccco1,-18.2,-7.0%,-0.1,-18.0%,8.4%,0.6%,-1.5%,-3.0%[57.1 µM],0.1%
COc1ccc(C(=O)NN/C(C)=C/C(=O)c2ccccc2)cc1,-16.3,2.8%,-1.6,-23.6%,-6.3%,-1.2%,0.1%,-6.6%,-2.5%
C(=N\Nc1nc(N2CCCCC2)nc(N2CCCCC2)n1)/c1c[nH]c2ccccc12,5.0,-9.4%,-0.3,-18.2%,2.2%,-6.3%,1.8%,-16.5%,11.5%
CCCCC(=O)Nc1ccc(C(=O)N(CC)c2ccccc2C)cc1,-10.4,4.4%,1.0,-5.6%,4.1%,-18.9%,0.3%,-8.2%[57.1 µM],-4.8%
COc1ccc([C@H]2[C@@H]3C=CCC[C@@]3(C)C(=O)N2Cc2ccccc2)cc1Cl,-1.3,-19.5%,0.8,-31.2%,1.6%,-18.2%,0.0%,-4.0%,-5.0%
COCCCNC(=O)Cn1c(=O)n(-c2ccc(C)c(C)c2)c(=O)c2c3c(sc21)CCCCC3,0.1,-0.5%,0.7,-16.2%,2.8%,5.3%,-0.1%,2.3%,-2.5%
COC(=O)C1=CN(c2cc(C)cc(C)c2)C=C(C(=O)OC)C1c1cccc(F)c1,0.0,2.5%,-1.8,-10.3%,-9.7%,-1.5%,-0.3%,138.1%[activator],-0.2%
Cc1ccc(OC(=O)N2CCOCC2)cc1,1.5,0.8%,-6.0,-20.3%,-7.5%,1.0%,1.1%,-2.3%,-1.8%
CCOc1ccc(NC(=O)CN2C(=O)CSC2=O)cc1,-13.4,0.3%,-5.0,-16.4%,-7.4%,3.7%,-1.1%,0.4%,1.4%
Cc1ccc2c(CN3CCCc4ccccc43)cc(=O)oc2c1C,11.3,-17.6%,-3.6,-18.4%,-5.5%,-29.8%,4.6%,-5.4%,-0.6%
CN(C)CCNC(=O)C1CCN(c2ncnc3c2nc2n3CCCCC2)CC1,-9.4,-6.8%,-8.2,-7.0%,13.3%,18.4%,28.7%,-10.7%,-3.4%
Brc1ccc2ncnc(NCc3ccccc3)c2c1,4.0,-1.7%,-13.0,-28.2%,3.6%,-0.2%,1.9%,-7.0%,-4.7%
Cc1ccc(NC(=O)C(Cc2ccccc2)N2C(=O)C3C4CCC(C4)C3C2=O)cc1Cl (configuration not stated),-0.5,0.1%,1.4,-10.8%,6.6%,-2.4%,0.6%,-5.5%,-2.7%
Cn1nc(C(=O)Nc2sc3c(c2C#N)CCCC3)ccc1=O,-8.6,9.7%,1.6,-7.8%,4.1%,0.9%,1.7%,14.8%,-2.8%

# Looked up above:
# TrxR1 substrate, `Cc1ccc(NC(=O)C(Cc2ccccc2)N2C(=O)C3C4CCC(C4)C3C2=O)cc1Cl` (configuration not stated) = -5.5%
# PI4K2A block, `CN(C)CCNC(=O)C1CCN(c2ncnc3c2nc2n3CCCCC2)CC1` = -9.4

# 11 entries already listed, arranged by molar mass, smallest number first.
SMILES,PI4K2A block,Vif-A3F inh,LDHA inh,USP1-UAF1 inh,mIDH1 inhibitor,Vif-APOBEC3G blk,RXFP1 ag,TrxR1 substrate,Glioma ERSR ind
COc1ccccc1NC(=O)NCc1ccco1,-18.2,-7.0%,-0.1,-18.0%,8.4%,0.6%,-1.5%,-3.0%[57.1 µM],0.1%
CCOc1ccc(NC(=O)CN2C(=O)CSC2=O)cc1,-13.4,0.3%,-5.0,-16.4%,-7.4%,3.7%,-1.1%,0.4%,1.4%
COc1ccc(C(=O)NN/C(C)=C/C(=O)c2ccccc2)cc1,-16.3,2.8%,-1.6,-23.6%,-6.3%,-1.2%,0.1%,-6.6%,-2.5%
Cn1nc(C(=O)Nc2sc3c(c2C#N)CCCC3)ccc1=O,-8.6,9.7%,1.6,-7.8%,4.1%,0.9%,1.7%,14.8%,-2.8%
Cc1ccc2c(CN3CCCc4ccccc43)cc(=O)oc2c1C,11.3,-17.6%,-3.6,-18.4%,-5.5%,-29.8%,4.6%,-5.4%,-0.6%
CCCCC(=O)Nc1ccc(C(=O)N(CC)c2ccccc2C)cc1,-10.4,4.4%,1.0,-5.6%,4.1%,-18.9%,0.3%,-8.2%[57.1 µM],-4.8%
COc1ccc([C@H]2[C@@H]3C=CCC[C@@]3(C)C(=O)N2Cc2ccccc2)cc1Cl,-1.3,-19.5%,0.8,-31.2%,1.6%,-18.2%,0.0%,-4.0%,-5.0%
CN(C)CCNC(=O)C1CCN(c2ncnc3c2nc2n3CCCCC2)CC1,-9.4,-6.8%,-8.2,-7.0%,13.3%,18.4%,28.7%,-10.7%,-3.4%
COC(=O)C1=CN(c2cc(C)cc(C)c2)C=C(C(=O)OC)C1c1cccc(F)c1,0.0,2.5%,-1.8,-10.3%,-9.7%,-1.5%,-0.3%,138.1%[activator],-0.2%
C(=N\Nc1nc(N2CCCCC2)nc(N2CCCCC2)n1)/c1c[nH]c2ccccc12,5.0,-9.4%,-0.3,-18.2%,2.2%,-6.3%,1.8%,-16.5%,11.5%
COCCCNC(=O)Cn1c(=O)n(-c2ccc(C)c(C)c2)c(=O)c2c3c(sc21)CCCCC3,0.1,-0.5%,0.7,-16.2%,2.8%,5.3%,-0.1%,2.3%,-2.5%

# Bioassay records as filed in PubChem.

# A portion of the library; count on the stated rates, not on these rows.
